Screens as filed in PubChem BioAssay.
CCHF vOTU inh – CCHFV vOTU protease inhibition | Pep-AMC fluorescence | inhibition, % at 11.5 µM | actives 0.55% (n = 370,000); note: 0% = vehicle wells with enzyme and 100% = no enzyme wells
GDH-TPI inh – GDH-TPI coupled enzyme inhibition counter-screen | GDH-TPI coupled enzyme counterscreen, NADH absorbance | actives 1.2% (n = 360,000) | AID 588335 | inhibition, % at 4.8 µM;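 note: 0% = DMSO wells and 100% = wells lacking the enzyme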
BoNT-F LC inh – inhibitors of Botulinum neurotoxin F light chain protease; actives 0.22% (n = 360,000); Multiplex microsphere protease cleavage assay, flow cytometry; inhibition, % at 10 µM; in the data active = inhibition above about 35%, passing the limit was not always enough; inconclusive = no clear call, values can overlap the other calls; note: plate controls were buffer without enzyme for full effect and enzyme alone for no effect
FadD28 binding – M. tuberculosis FadD28 bisubstrate binding inhibition; FadD28 bisubstrate probe binding, fluorescence polarization; inhibition, % at 12.5 µM; actives 0.22% (n = 360,000); AID 588549; in the data active = inhibition above about 8.5%, passing the limit was not always enough; inconclusive = no clear call, values can overlap the other calls
PrPC TRFRET – cell surface PrPC inhibition, primary TR-FRET screen. TR-FRET read-out. inhibition, % at 13.8 µM. actives 0.43% (n = 370,000); in the data active = inhibition above about 24%; note: 0% = median of the test wells and 100% = reference compound wells
BioA inh – inhibitors of Mycobacterium tuberculosis BioA enzyme. inhibition, % at 9.99 µM. actives 0.096% (n = 360,000). purified M. tuberculosis BioA enzyme, plate reader; in the data active = inhibition above about 40%; inconclusive = no clear call, values can overlap the other calls
Mtb UGM inh – inhibitors of M. tuberculosis UDP-galactopyranose mutase | P9WIQ1 | purified UGM, fluorescence polarization probe displacement | inhibition, % at 10 µM | actives 0.06% (n = 320,000) | AID 504406; in the data active = inhibition above about 10%, passing the limit was not always enough; inconclusive = no clear call, values can overlap the other calls
Target sequence (P9WIQ1 whole entry, looked up): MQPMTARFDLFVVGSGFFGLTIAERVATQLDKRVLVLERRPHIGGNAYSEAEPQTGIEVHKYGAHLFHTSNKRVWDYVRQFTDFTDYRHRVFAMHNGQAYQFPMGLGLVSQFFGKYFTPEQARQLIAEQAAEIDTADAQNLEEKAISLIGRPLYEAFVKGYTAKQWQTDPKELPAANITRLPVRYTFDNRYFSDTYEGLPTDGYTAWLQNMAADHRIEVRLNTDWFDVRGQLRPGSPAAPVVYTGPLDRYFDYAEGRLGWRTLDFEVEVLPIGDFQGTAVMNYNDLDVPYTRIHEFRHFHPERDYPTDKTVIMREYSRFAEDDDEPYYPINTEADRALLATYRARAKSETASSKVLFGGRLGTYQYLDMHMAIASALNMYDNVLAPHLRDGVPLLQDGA
BoNT A protease – inhibitors of Botulinum neurotoxin A light chain protease; multiplex microsphere protease substrate cleavage, flow cytometry; inhibition, % at 10 µM; actives 0.17% (n = 360,000); in the data active = inhibition above about 30%; inconclusive = no clear call, values can overlap the other calls; note: plate controls were buffer without enzyme for full effect and enzyme alone for no effect
FBA Mtb inh – inhibitors of M. tuberculosis fructose-bisphosphate aldolase; P9WQA3; inhibition, % at 1 µM; purified M. tuberculosis FBA, fluorescence read-out; actives 2.3% (n = 360,000); in the data active = inhibition above about 27%;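 note: 0% = vehicle and 100% = reference inhibitor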
Target sequence (P9WQA3 whole entry, looked up): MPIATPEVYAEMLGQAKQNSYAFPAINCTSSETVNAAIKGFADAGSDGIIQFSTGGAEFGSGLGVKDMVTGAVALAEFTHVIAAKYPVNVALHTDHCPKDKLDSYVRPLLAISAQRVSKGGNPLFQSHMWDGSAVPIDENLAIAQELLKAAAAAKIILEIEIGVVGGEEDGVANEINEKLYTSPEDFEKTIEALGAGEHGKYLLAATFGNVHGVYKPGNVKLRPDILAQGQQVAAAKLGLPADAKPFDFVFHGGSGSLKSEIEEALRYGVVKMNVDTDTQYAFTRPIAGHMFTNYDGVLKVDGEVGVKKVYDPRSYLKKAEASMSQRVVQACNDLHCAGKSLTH
* marks the source's active call; other numbers are inactive results; ? = inconclusive; . = not tested or not shown. Cut-off read from the data, not from the text of the source, unless noted: active = inhibition above about 30%; inactive = the rest.

entry	mol	CCHF vOTU inh	GDH-TPI inh	BoNT-F LC inh	FadD28 binding	PrPC TRFRET	BioA inh	Mtb UGM inh	BoNT A protease	FBA Mtb inh
1	Cc1cc(Br)ccc1OCCN1CC(C)OC(C)C1 (configuration not stated)	-8	-2	18	-0.2	-2	.	2.6	1.2	2
2	O=C(CC1S/C(=N/N=C/c2ccco2)NC1=O)Nc1ccccc1 (configuration not stated)	8	15	1	-2.3	-5	4.7	2.1	0.1	14
3	COC(=O)C(CC(C)C)NC(=O)c1cccs1 (configuration not stated)	8	5	2	-1.0	-6	-1.2	-2.6	-0.6	3
4	COc1ccc(C(=O)NCC(=O)OCc2nc(N)nc(Nc3ccccc3C)n2)cc1	-4	16	-4	-0.4	2	-5.8	1.6	-0.7	3
5	O=[N+]([O-])c1cccc(S(=O)(=O)c2cccc([N+](=O)[O-])c2)c1	8	-2	4	0.0	-10	.	-1.7	-1.5	0
6	COc1ccc(CNC(=O)c2ccc[nH]2)cc1	4	-7	4	-4.3	-1	-1.6	-0.6	-1.3	3
7	Clc1c2c(nc3ccccc13)CCC2	4	-12	-11	-3.9	4	0.2	1.0	-3.7	-5
8	COc1c(F)c(F)c(C(=O)Nc2ccc(N3CCN(Cc4ccccc4)CC3)cc2)c(F)c1F	-9	6	-11	1.2	1	.	-4.5	-3.6	-2
9	COc1nc(-c2ccc(Cl)cc2)nnc1C	16	12	-7	-0.9	0	.	-2.2	0.1	-1
10	C/C=C\C=C/C(=O)Nc1cccc(C2=NOC3(C2)C[C@@H](C(N)=O)N(C(=O)CCCCC)C3)c1 (some centres not stated)	8	6	4	-4.2	2	0.4	-0.4	0.3	0
11	CCOc1cccc(-c2nnc(SCC(=O)Nc3cccc(OC)c3)n2N)c1	1	10	2	0.1	-6	-1.1	.	0.9	3
12	CCN(C[C@H]1N[C@@](CC)(C(=O)OC)[C@H]2C(=O)N(C)C(=O)[C@@H]12)S(=O)(=O)c1ccc(F)cc1	-1	0	-3	1.0	-3	0.5	1.0	-0.4	-2
13	CCOC(=O)c1ccc(N2C(=O)CC(C)(CC)CC2=O)cc1	-8	10	?	-0.6	7	.	-0.1	-1.6	0
14	O=C(Nc1c2c(nn1-c1ccccc1)CS(=O)(=O)C2)c1ccco1	11	-2	-2	-0.9	-11	-1.7	2.0	2.6	2
15	COc1ccc(C2=Nc3cccc4cccc(c34)N2)cc1	-1	9	-5	-2.2	1	2.3	-0.7	0.1	-4
16	CCN(CC(=O)Nc1ccc(Br)cc1)C(=O)c1nc2nc(C)cc(C)n2n1	5	2	3	-1.2	3	10	-0.7	0.0	0
17	O=C(O)CCC1=C2c3ccccc3CCN2C(=O)CC1	-14	-4	8	1.3	-4	-3.9	-0.2	0.2	6
18	CC(=O)NCCc1nc2cc(NC(=O)Nc3ccccc3)ccc2n1C	12	4	1	1.0	1	-4.4	1.7	0.4	1
19	COC(=O)c1ccc(CSc2nc3cc(Cl)ccc3s2)o1	8	4	-4	-2.1	3	-0.5	0.9	0.5	-2
20	Cc1cccc(Oc2ccccc2NC(=O)C2=COCCO2)c1	-3	1	-8	-2.5	-17	-0.4	0.1	-0.9	1

Compound profiles (already shown). Values in the order: CCHF vOTU inh | GDH-TPI inh | BoNT-F LC inh | FadD28 binding | PrPC TRFRET | BioA inh | Mtb UGM inh | BoNT A protease | FBA Mtb inh
O=C(Nc1c2c(nn1-c1ccccc1)CS(=O)(=O)C2)c1ccco1 reads 11 | -2 | -2 | -0.9 | -11 | -1.7 | 2.0 | 2.6 | 2
CC(=O)NCCc1nc2cc(NC(=O)Nc3ccccc3)ccc2n1C reads 12 | 4 | 1 | 1.0 | 1 | -4.4 | 1.7 | 0.4 | 1

Further records follow:
entry	mol	CCHF vOTU inh	GDH-TPI inh	BoNT-F LC inh	FadD28 binding	PrPC TRFRET	BioA inh	Mtb UGM inh	BoNT A protease	FBA Mtb inh
21	O=C(CN(CCCN1CCOCC1)C(=O)Cn1nnc(-c2ccc(F)cc2)n1)NC1CCCCC1	5	5	-10	-1.2	2	-5.1	3.8	-1.1	3
22	c1ccc2cc(CC3=NCCN3)ccc2c1	13	5	6	-4.3	-5	.	-1.1	0.3	-1
23	CCOC(=O)[C@H]1[C@H]2COc3ccccc3[C@@H]2N2C(=O)c3cc(OC)c(OC)cc3NC(=O)[C@@]12C	7	7	10	-1.5	-4	0.0	-0.2	0.5	-2
24	CC1(C(=O)Nc2ccccc2)CCN1C(=O)Cc1ccc(-c2ccccc2)cc1 (configuration not stated)	2	8	5	-9.7	0	-0.5	.	-0.5	-1
25	O=C(Nc1ccccc1)c1ccccc1CSc1ccccc1	4	1	-4	-2.9	7	1.7	-2.6	-0.8	2
26	O=[N+]([O-])C(/C=C(/Cl)[N+](=O)[O-])=C(N1CCCCC1)N1CCCCC1	-9	8	?	-0.1	-4	.	-3.8	2.9	-27
27	CC(C)c1nc(CNC(=O)CC2C(=O)NCCN2Cc2ccc(F)cc2Cl)cs1 (configuration not stated)	21	1	-5	-0.8	-4	-0.8	-0.1	1.3	0
28	C=C(c1ccccc1)c1ccc(N(C)C)cc1	-13	10	11	-3.7	2	-2.4	-1.2	0.4	2
29	Cc1ccc(NC(=O)Nc2ccccc2)cc1[N+](=O)[O-]	12	6	-6	-1.4	3	0.7	1.7	-0.4	-1
30	CC(=O)Nc1nn(C)c2nc3ccc(C)cc3cc12	-7	10	-23	-0.8	-16	-0.4	-0.7	-2.6	3
31	COc1ccc(N2CCN(S(=O)(=O)c3ccc4c(c3)NC(=O)CC(=O)N4)CC2)cc1	-9	-1	-7	0.1	2	-3.2	-3.7	-1.0	3
32	CC1(c2ccc3c(c2)OCCO3)NC(=O)N(CC(=O)Nc2ccccc2SCC#N)C1=O (configuration not stated)	-5	-7	-1	-1.5	-5	-0.7	0.2	2.5	1
33	COc1ccc(OCCCNCCc2ccccc2)cc1	-12	-2	-3	-0.1	-4	.	1.4	-0.3	-1
34	COC(=O)c1ccc2nc(-c3ccc(Cl)cc3)c(Cc3cccc(F)c3)n2c1	2	.	-5	-4.6	7	1.2	.	0.0	-4
35	COc1ccc(N/N=C(/C(C)=O)N2CCCc3ccccc32)cc1	2	11	-2	-1.6	24	.	-2.1	-1.2	-1
36	Cn1cccc1CNCc1ccc(F)cc1	9	7	-23	-0.8	0	0.0	0.4	1.2	2
37	COc1cccc(CNC(=O)[C@H](C)NC(=O)N2CC(=O)Nc3ccccc32)c1	3	5	-4	-0.3	9	-1.7	.	0.3	3
38	Fc1cccc(Cl)c1CNCCCSc1ncccn1	0	-6	?	-3.0	-2	1.0	-0.9	-8.9	-8
39	O=C(COc1ccc(OCc2ccccc2)cc1)NN=C1CCCC1	-3	0	5	-2.5	5	.	-0.2	-1.3	-1
40	CCOCc1nnc(NS(C)(=O)=O)s1	11	12	-1	-0.9	2	-0.4	0.9	-0.2	-3
41	CC(NC(=O)CN(C)S(=O)(=O)c1ccc(Br)s1)c1ccccc1 (configuration not stated)	-6	5	11	1.5	4	-4.1	0.8	-2.2	-2
42	NCCCNC(=O)Cn1c(=O)c2c3c(sc2n(Cc2ccccc2)c1=O)CCCC3	5	3	-5	-1.5	3	-0.5	-0.1	-1.8	4
43	O=C(CSc1nc2ccccc2o1)NCc1n[nH]c(=O)c2ccccc12	-7	0	-4	0.0	5	.	-0.2	1.3	2
44	O=C(c1ccc(Cl)cc1)N1C2C=CC(C2)C1(C(F)(F)F)C(F)(F)F (configuration not stated)	-3	2	-8	0.0	-6	-1.0	2.6	0.4	-3
45	CCOc1ccc(S(=O)(=O)NCCC(=O)NCC(c2cccs2)N2CCOCC2)cc1 (configuration not stated)	12	2	6	-0.1	3	0.0	-5.2	1.4	-1
46	COc1cc(/C=C/C(=O)N2CCN(C)CC2)cc(S(=O)(=O)N2CCc3ccccc32)c1OC	-6	14	-8	-1.2	4	0.0	0.8	2.5	6
47	CC/C(Cc1ccccc1)=N/NC(=O)c1cccc(Br)c1	4	1	1	-0.8	9	.	0.4	0.4	3
48	COc1ccccc1NS(=O)(=O)c1cccc(NC(=O)CCNC(=O)c2ccccc2OC)c1	-1	3	2	.	2	0.4	5.0	2.4	-4
49	CC(C)(C)C(=O)Nc1cccc(-c2nc3ccccc3[nH]2)c1	16	-10	4	-6.3	-6	3.8	0.2	-0.7	10
50	COc1cccc(OCCn2c(C)c(/C=N/n3cnnc3)c3ccccc32)c1	10	34*	-26	-3.0	-1	-1.6	2.9	-0.7	0
51	N#Cc1ccc2nc3c(nc2c1)CCCC3	-6	0	16	.	-8	1.9	2.3	-0.4	1
52	CC(=O)Nc1sc2c(c1C(c1ccccc1Cl)N1CCN(CCO)CC1)CCCC2 (configuration not stated)	-3	-4	-8	-5.1	-8	1.0	0.0	-0.6	0
53	COc1ccc2cc(-c3[nH]ncc3CNCCn3nc(C)cc3C)ccc2c1	0	-4	-14	-4.1	-2	.	1.3	0.3	1
54	Cc1cc2c(c(SCC(=O)NCCc3ccccc3)n1)C(=O)OC2	-12	0	-12	-2.4	0	2.8	1.2	-2.2	-5
55	COCCCN1C(=O)C(O)=C(C(C)=O)C1c1cccc(F)c1 (configuration not stated)	1	15	6	-0.1	2	-2.0	-0.7	0.1	-4
56	COC(=O)c1ccccc1NS(=O)(=O)c1ccc(F)cc1	-12	5	2	-2.7	-2	0.6	-1.9	?	-1
57	CN1C(=O)[C@H]2[C@@H](c3ccc(C(F)(F)F)cc3)N[C@]3(CCCN(Cc4cccn4C)C3=O)[C@H]2C1=O	4	2	-4	-3.3	7	-4.4	.	0.9	1
58	COc1ccc(C(=O)Nc2cc(-c3nn4c(C)nnc4s3)ccc2C)cc1	-5	0	-4	-3.2	-1	1.8	-0.8	-1.0	-1
59	BrCCc1ccccc1	4	-3	0	-4.3	-8	-1.1	2.4	-0.4	-2
60	C#CCNC(=O)C1=C[C@@H](c2coc3ccccc3c2=O)[C@H](CCCO)[C@@H](OCC)O1	16	-1	2	-5.1	0	-0.4	3.2	0.2	0

Entries listed so far containing an aryl thioether with sulfur outside any ring:
entry	mol	CCHF vOTU inh	GDH-TPI inh	BoNT-F LC inh	FadD28 binding	PrPC TRFRET	BioA inh	Mtb UGM inh	BoNT A protease	FBA Mtb inh
11	CCOc1cccc(-c2nnc(SCC(=O)Nc3cccc(OC)c3)n2N)c1	1	10	2	0.1	-6	-1.1	.	0.9	3
19	COC(=O)c1ccc(CSc2nc3cc(Cl)ccc3s2)o1	8	4	-4	-2.1	3	-0.5	0.9	0.5	-2
25	O=C(Nc1ccccc1)c1ccccc1CSc1ccccc1	4	1	-4	-2.9	7	1.7	-2.6	-0.8	2
32	CC1(c2ccc3c(c2)OCCO3)NC(=O)N(CC(=O)Nc2ccccc2SCC#N)C1=O (configuration not stated)	-5	-7	-1	-1.5	-5	-0.7	0.2	2.5	1
38	Fc1cccc(Cl)c1CNCCCSc1ncccn1	0	-6	?	-3.0	-2	1.0	-0.9	-8.9	-8
43	O=C(CSc1nc2ccccc2o1)NCc1n[nH]c(=O)c2ccccc12	-7	0	-4	0.0	5	.	-0.2	1.3	2
54	Cc1cc2c(c(SCC(=O)NCCc3ccccc3)n1)C(=O)OC2	-12	0	-12	-2.4	0	2.8	1.2	-2.2	-5
